tolC growth inh – blocks growth of E. coli BW25113 tolC mutant. growth inhibition, % at 10 µM (by protocol). 65,000 tested, 2.2% active. OD615;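 active means growth inhibition at or above a cutoff equal to the mean over every tested compound plus 3 SD, cut at about 60% in these data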;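 further: growth measured after 20 h incubation at 37 °C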
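Material: E. coli BW25113 ΔtolC::kan, tolC deletion mutant strain. Measure: percent growth inhibition. Schedule: 37 °C, 20 h exposure. Doses: single-point testing at 10 µM. Signal: A615 absorbance measurement. Buffer or medium: kanamycin-containing LB broth (50 µg/mL).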
M1 ag – M1 muscarinic receptor agonism; 64,000 tested, 3% active; B-score at 10 µM; AID 626; CHO-M1 cells, Fluo-4 calcium fluorescence, agonist mode; stronger effect = higher value;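 active means fluorescence rise, raw or as B-score row- and column-corrected plate score, outside the 99.7% band of its plate's samples, either direction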
HEK293 NFkB inh – inhibitors of the PMA/ionomycin-induced NF-kB reporter in HEK293 cells; AID 465; 62,000 tested, 0.21% active; inhibition, % at 3 µM; HEK-293 NF-kB luciferase reporter, luminescence;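 active means inhibition above the mean of all tested compounds plus 3 SD, cut at about 40% in these data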;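 further: 0% = stimulated DMSO wells and 100% = 10 µM reference inhibitor 5653914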
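Material: HEK-293 cells with stable firefly luciferase reporter driven by four HIV NF-kB elements / Also added: PMA plus ionomycin mix as NF-kB-activating stimulus / Compound dosing: 3 µM once, 0.30% DMSO / Times: 1 h pretreatment, 16 h stimulation, 37 °C / Signal: luminescence / Evaluation: per-plate % inhibition versus controls / Benchmarks: DMSO and 10 µM reference inhibitor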
Jurkat tox 60K – cytotoxic compounds reducing Jurkat cell viability; Jurkat E6.1 viability, ATP luminescence, 48 h; inhibition, % at 4 µM; 56,000 tested, 1.2% active; AID 463;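 active means inhibition above the mean inhibition of all tested compounds plus 3 SD, cut at about 28% in these data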
D1 allo mod – D1 dopamine receptor (human) allosteric modulation; B-score at 10 µM; P21728; AID 641; HEK293 D1, CRE-luciferase, dopamine EC30 potentiation; actives deviate in either direction; 58,000 tested, 5.9% active;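 active means luminescence count or its row- and column-corrected plate score outside the 99.7% band of the plate's sample wells, on either side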
TNAP act DEA – human TNAP activation, intermediate phosphate acceptor; activation factor at 20 µM; P05186; purified TNAP, CDP-star luminescence, 100 mM DEA, 30 min; stronger effect = higher value; scale: 0 levamisole-inhibited, 1 vehicle-only enzyme; 64,000 tested, under 10 active;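 active means activation factor of at least 2 at 20 µM, relative to controls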
Target sequence (P05186 whole entry, looked up): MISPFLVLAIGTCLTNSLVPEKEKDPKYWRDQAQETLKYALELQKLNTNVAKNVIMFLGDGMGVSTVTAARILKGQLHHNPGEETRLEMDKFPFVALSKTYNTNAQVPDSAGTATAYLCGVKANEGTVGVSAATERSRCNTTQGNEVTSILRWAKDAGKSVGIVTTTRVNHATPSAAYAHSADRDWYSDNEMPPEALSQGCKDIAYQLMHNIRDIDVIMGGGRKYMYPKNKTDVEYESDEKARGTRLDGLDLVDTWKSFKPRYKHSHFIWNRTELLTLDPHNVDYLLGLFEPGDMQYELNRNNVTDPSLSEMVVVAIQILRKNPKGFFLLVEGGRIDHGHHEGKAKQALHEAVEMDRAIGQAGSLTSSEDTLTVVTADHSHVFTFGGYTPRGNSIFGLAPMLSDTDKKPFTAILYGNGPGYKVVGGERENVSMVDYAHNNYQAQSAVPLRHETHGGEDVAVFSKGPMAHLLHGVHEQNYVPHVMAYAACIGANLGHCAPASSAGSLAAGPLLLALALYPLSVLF
NADH coupling – blocks coupling enzymes of NAD/NADH assays; IC50, µM (top dose mostly 10 µM), for inactives: top-dose inhibition; coupled PK/LDH NADH assays, four targets; 65,000 tested, 0.02% active;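 active means single-dose screening hits from any of four coupled enzyme assays that gave an IC50 when retested across doses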;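 further: the DPM-DC format reads NADH fluorescence rather than 340 nm absorbance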
SF1 activator – SF-1 (human) activation; CHO-K1 Gal4-SF-1 LBD luciferase reporter; % increase over DMSO SF-1-specific signal; activation, % at 10 µM; 65,000 tested, 1.9% active; Q13285; AID 522;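 active means activation above the mean activation of all tested compounds plus 3 SD, cut at about 50% in these data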
Target sequence (Q13285 whole entry, looked up, the tested form may be a part): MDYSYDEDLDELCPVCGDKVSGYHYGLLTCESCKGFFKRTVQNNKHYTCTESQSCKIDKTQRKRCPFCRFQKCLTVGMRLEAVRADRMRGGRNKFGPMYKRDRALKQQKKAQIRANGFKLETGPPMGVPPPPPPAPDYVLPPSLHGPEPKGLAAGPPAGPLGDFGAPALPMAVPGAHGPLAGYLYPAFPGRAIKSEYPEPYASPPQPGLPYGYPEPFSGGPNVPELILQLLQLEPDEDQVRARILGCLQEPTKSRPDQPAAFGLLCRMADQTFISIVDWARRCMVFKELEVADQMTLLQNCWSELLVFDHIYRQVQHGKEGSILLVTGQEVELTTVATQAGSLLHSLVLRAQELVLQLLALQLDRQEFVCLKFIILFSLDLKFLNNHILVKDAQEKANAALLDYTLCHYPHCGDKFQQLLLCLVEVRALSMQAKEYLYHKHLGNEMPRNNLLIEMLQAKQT
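System: CHO-K1 cells with Gal4–hSF-1 LBD chimera plus Gal4-driven luciferase; quantity: 4,000 CHO-K1 cells per well; compound: one dose, 10 µM compound, 1% DMSO; times: 20 h compound treatment, 37 °C; measured by: SteadyLite luciferase luminescence; read-out: percent activation versus DMSO; benchmarks: DMSO and mock-transfected background; replicates: one test per compound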
M1 antagonist – M1 muscarinic receptor (rat) antagonism | CHO-M1 cells, Fluo-4 calcium, ACh EC80 antagonist mode; stronger effect = lower value | AID 628 | 64,000 tested, 3.4% active | B-score at 10 µM | P08482;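 active means calcium fluorescence response, raw or row-and-column corrected B-score, differing from the plate sample mean either way at a set confidence level, mostly lower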
The depositor's hits bear a star; · = no result given; [ ] = another dose, or the depositor's remark.

1	O=C(Nc1ccccc1)C1CC=CCC1C(=O)OCC1CCCO1 (configuration not stated)
2	CCOC(=O)C1CCN(C(=O)c2cc3c(-c4ccc(OC)c(OC)c4)nn(C)c3s2)CC1
3	Cc1ccc2nc(NC3=NCN(Cc4ccccc4)CN3)nc(C)c2c1
4	CCCn1c(SCC(=O)NCCc2ccccc2)nnc1-c1cccnc1
5	NC(=O)c1oc2ccc(Cl)cc2c1N
6	CCOC(=O)C(NC(=O)c1ccccc1)(Nc1cc(C)on1)C(F)(F)F (configuration not stated)

Screen / compound no.,1,2,3,4,5,6
tolC growth inh,6.1,21.1,31.8,-13.9,-4.9,-2.1
M1 ag,-0.538,2.28*,0.145,-0.261,0.00781,0.4
HEK293 NFkB inh,0.9,-3.0,16.9,13.0,10.6,9.6
Jurkat tox 60K,5.3,5.2,7.6,1.3,-5.2,-0.9
D1 allo mod,-0.735,4.66,-0.478,-0.939,-0.0102,-0.718
TNAP act DEA,1,1,1,1,0.9,0.9
NADH coupling,4.0%,7.0%,4.0%,4.0%,9.0%[fluoresces],3.0%
SF1 activator,-13.7,10.5,-5.9,8.1,6.3,-3.1
M1 antagonist,0.539,-0.484,-0.941,0.516,0.368,0.113

7	N#CCSCC(=O)Nc1ccc(F)cc1
8	CN(C(=O)COc1nnc(-c2cccs2)c(-c2cccs2)n1)c1ccccc1
9	CCOc1cc(-n2cnnn2)c(OCC)cc1NC(=O)c1cnccn1
10	O=C(CCS(=O)(=O)Cc1ccccc1)NCC1CCCO1 (configuration not stated)
11	Nc1cc(N)nc(SCCOc2ccccc2)n1
12	CCn1cc(C(=O)Nc2cc3c(cc2NC(C)=O)OCCO3)c(=O)c2ccc(C)nc21

Screen / compound no.,7,8,9,10,11,12
tolC growth inh,-9.5,10.5,-15.8,-19.7,14.9,-6.9
M1 ag,-0.405,1.13,-0.256,0.536,-0.394,0.0897
HEK293 NFkB inh,17.9,4.3,1.2,12.4,-8.5,1.9
Jurkat tox 60K,6.3,-1.9,-6.3,6.6,6.3,-6.8
D1 allo mod,0.434,1.8,-0.142,-0.626,0.392,4.15
TNAP act DEA,0.8,0.9,1,0.9,0.9,1
NADH coupling,2.0%,4.0%,7.0%,5.0%,7.0%,3.0%
SF1 activator,-12.6,12.8,-14.4,-8.9,6.5,-5.0
M1 antagonist,0.145,-0.282,0.116,0,-0.083,0.658

13	CC(=O)N1CCc2cc(NS(=O)(=O)c3cccs3)ccc21
14	COc1ccc(C(=O)Nc2oc(-c3ccccc3)c(-c3ccccc3)c2C#N)cc1OC
15	C=CCn1c(SCC(=O)Nc2ccccc2OC)nnc1-c1ccco1
16	CCOC(=O)C1=C(C)NC(C)=C(C(=O)OCC)C1C(=O)O
17	O=C(O)c1cc2cc(Cl)cc(Cl)c2oc1=O
18	CCc1ccc(C2C(C#N)=C(N)SC(N)=C2C#N)cc1

Screen / compound no.,13,14,15,16,17,18
tolC growth inh,-0.7,16.4,15.7,-13.8,-11.9,13.8
M1 ag,-0.664,0.232,-0.244,-0.0933,-0.119,-1.93
HEK293 NFkB inh,7.9,18.6,7.4,-0.9,-21.8,4.2
Jurkat tox 60K,-4.5,-1.2,-7.9,-0.3,-10.3,2.4
D1 allo mod,0.274,0.0492,0.067,·,1.02,1.9
TNAP act DEA,0.9,0.9,1,0.8,0.9,0.9
NADH coupling,6.0%,8.0%,3.0%,6.0%,2.0%,1.0%
SF1 activator,13.7,17.5,14.0,11.2,5.7,-24.6
M1 antagonist,0.225,0.999,0.268,-0.0445,-0.143,0.243

19	COc1cccc(OC)c1OCCCc1c(C)n[nH]c1C
20	CCc1ccc(NC(=O)CSc2nnc(CNC(=O)c3c(F)cccc3Cl)o2)cc1
21	CCOc1ccc(C(C)C)cc1S(=O)(=O)n1nc(C)cc1C
22	COc1ccc(-n2c(NC(=O)c3ccco3)c(C#N)c3nc4ccccc4nc32)cc1
23	COc1ccc(OC)c(S(=O)(=O)N(C)CC(=O)N2CCN(c3ccccc3F)CC2)c1
24	CCn1c(C(O)c2ccc3c(c2)OCO3)nc2ccccc21 (configuration not stated)

Screen / compound no.,19,20,21,22,23,24
tolC growth inh,12.8,-5.0,24.3,29.7,11.2,14.1
M1 ag,-0.509,0.0777,0.729,26.7*,-1.11,0.299
HEK293 NFkB inh,5.1,-4.1,11.3,2.1,10.0,20.0
Jurkat tox 60K,1.4,·,10.3,5.6,4.9,-7.2
D1 allo mod,0.343,0.137,-0.449,0.699,1.11,0.11
TNAP act DEA,1.1,0.9,0.9,0.9,1,0.9
NADH coupling,5.0%,5.0%,1.0%,20.0%,3.0%,1.0%
SF1 activator,9.5,-1.4,-3.8,5.3,-2.0,-4.4
M1 antagonist,-0.302,1.08,-0.839,-0.0165,0,-0.965

Part of the list above, limited to M1 ag and Jurkat tox 60K.
#	SMILES	M1 ag	Jurkat tox 60K
21	CCOc1ccc(C(C)C)cc1S(=O)(=O)n1nc(C)cc1C	0.729	10.3
22	COc1ccc(-n2c(NC(=O)c3ccco3)c(C#N)c3nc4ccccc4nc32)cc1	26.7*	5.6
23	COc1ccc(OC)c(S(=O)(=O)N(C)CC(=O)N2CCN(c3ccccc3F)CC2)c1	-1.11	4.9
24	CCn1c(C(O)c2ccc3c(c2)OCO3)nc2ccccc21 (configuration not stated)	0.299	-7.2

Continued:
25	N#Cc1nc(-c2ccc(OCc3ccccc3)cc2)oc1NCc1ccco1
26	COc1ccc2c(c1)C(=NO)c1cc(OC)ccc1-2
27	CCOc1cc(/C=N/O)cc(Br)c1OC
28	CCOC(=O)Cn1c(=O)oc2cc(S(=O)(=O)NCc3cccs3)ccc21
29	Cc1ccc(N=C2SCCCN2C(=O)c2ccco2)cc1Cl
30	COc1ccc(S(=O)(=O)Nc2ccc(C)cc2)cc1OC

Screen / compound no.,25,26,27,28,29,30
tolC growth inh,-9.9,43.5,1.7,6.4,28.2,6.4
M1 ag,0.0153,0.0889,0.00429,-0.572,-0.324,-0.138
HEK293 NFkB inh,12.9,-2.1,8.4,14.3,9.1,2.6
Jurkat tox 60K,-5.8,2.2,-4.5,14.6,·,-4.8
D1 allo mod,-0.568,0.784,10.9*,-2.5,-0.27,2.68
TNAP act DEA,0.8,0.8,0.9,1,0.9,0.9
NADH coupling,7.0%,12.0%,8.0%,1.0%,4.0%,8.0%
SF1 activator,1.2,1.3,4.6,-9.2,-3.8,-4.4
M1 antagonist,-0.043,-0.00901,0.458,0.263,-1.94*,-0.0184

31	Cc1ccc(Cl)cc1N1CCN(S(=O)(=O)c2cccc(S(=O)(=O)N3CCCC3)c2)CC1
32	C=CCn1c(SCC(=O)c2ccc(OC)cc2)nnc1-c1cc2cccc(OC)c2o1
33	C/C(=N\O)C(=O)NCCN1CCCCC1
34	COCCCn1c(SCC(=O)NC2CCCCC2)nnc1-c1ccncc1
35	CN(C)c1ccc(-n2cc3c(=O)n(C)c(=O)n(C)c3c2)cc1
36	Cc1ccccc1NC(=O)Cn1cnc2c(oc3ccccc32)c1=O

Screen / compound no.,31,32,33,34,35,36
tolC growth inh,13.5,14.1,-31.2,-13.0,10.2,-21.3
M1 ag,0.871,0.974,-0.274,-0.436,1.19,-0.0762
HEK293 NFkB inh,8.7,16.1,16.9,-3.6,-9.7,-0.6
Jurkat tox 60K,·,10.8,0.7,-8.5,-5.1,·
D1 allo mod,·,0.937,-0.0263,1.46,0.0344,-0.53
TNAP act DEA,0.9,0.9,0.9,0.9,1,0.9
NADH coupling,1.0%,3.0%,3.0%,7.0%,7.0%,0.0%
SF1 activator,-9.8,-12.9,-5.6,34.6,14.4,8.6
M1 antagonist,0.562,0.278,0.109,0.345,-0.196,0.299

37	COC(=O)c1cc(Br)c(=O)n(Cc2cccnc2)c1
38	CC(C)OC(=O)CSc1nnnn1-c1ccc2c(c1)OCCO2
39	Cc1cc(C(=O)CN2C(=O)c3ccccc3C2=O)c(C)n1Cc1cccs1
40	Cc1cccc(OCc2nc(C#N)c(NCc3ccc4c(c3)OCO4)o2)c1
41	c1ccc(C2C3=C(Nc4ncnn42)c2ccccc2CCC3)cc1 (configuration not stated)
42	CCOc1ccccc1C(=O)Nc1cc(OC)ccc1OC

Screen / compound no.,37,38,39,40,41,42
tolC growth inh,-1.4,-1.4,9.1,78.9*,31.3,14.2
M1 ag,-0.00848,-0.0351,0.118,-0.802,-0.196,-0.0168
HEK293 NFkB inh,·,-1.8,-48.4,8.9,11.6,0.9
Jurkat tox 60K,·,-1.8,10.2,·,2.5,-2.6
D1 allo mod,0.132,-0.319,-1.85,-0.168,0.0172,0.805
TNAP act DEA,0.8,0.8,0.9,0.9,0.9,0.9
NADH coupling,3.0%,3.0%,3.0%,6.0%,3.0%,2.0%
SF1 activator,4.1,69.0*,17.1,2.7,-1.6,-7.9
M1 antagonist,-0.0105,-1.57,0.927,0.0465,-0.143,-1.13

43	CCOC(=O)CSc1nnc(CSc2nc3ccccc3c(=O)[nH]2)n1-c1ccccc1
44	O=c1ccccn1Cc1ccccc1F
45	CCn1ccc(C(=O)Nc2ccc(N(C)C(C)=O)cc2)n1
46	C=CCn1c(C)cc(C(=O)COC(=O)COc2ccccc2C#N)c1C
47	CN(Cc1nc2ccccc2n1C)S(=O)(=O)c1ccc(F)cc1
48	COc1ccccc1N(C(C)=O)C1SC(=O)N(c2ccccc2)C1=O (configuration not stated)

Screen / compound no.,43,44,45,46,47,48
tolC growth inh,19.7,-17.9,-12.9,20.7,-11.6,-25.1
M1 ag,1.01,0.886,0.358,-0.912,1.13,0.122
HEK293 NFkB inh,9.2,16.6,9.8,28.1,11.3,6.0
Jurkat tox 60K,-6.8,-0.2,2.4,6.1,-0.7,-4.4
D1 allo mod,0.0168,0.97,2.4*,-0.207,0.779,0.673
TNAP act DEA,0.9,0.9,1,1,1.1,0.9
NADH coupling,0.0%,10.0%,4.0%,5.0%,6.0%,9.0%
SF1 activator,3.4,5.4,38.3,29.4,0.1,-6.1
M1 antagonist,0.836,0.424,-0.167,0.519,-0.0378,0.0248

49	CCNC(=O)N1C(CC(=O)OCC)C(=O)NC2CCCCC21 (configuration not stated)
50	O=c1nc(-c2ccccc2)cc(-c2ccccc2)[nH]1
51	COc1ccccc1N1CCN(C(=O)c2cccc(N3C(=O)NC4CC3(C)Oc3ccccc34)c2)CC1 (configuration not stated)
52	C=CCn1c(C)cc(C(=O)COc2ncnc3sccc23)c1C
53	Cc1ccc(C(=O)N2CCN(S(C)(=O)=O)C2)cc1
54	CCOC(=O)c1c(C)c(C(=O)Nc2ccc3c(c2)OCCO3)c(C)n1C
55	CCn1nnnc1NCc1ccc(N2CCCC2)cc1

Screen / compound no.,49,50,51,52,53,54,55
tolC growth inh,-11.3,-21.0,13.3,11.4,-10.1,-0.2,2.6
M1 ag,-0.726,·,0.906,-0.153,4.01*,-1.75,-1.24
HEK293 NFkB inh,13.1,15.3,14.2,-2.4,21.2,12.9,14.3
Jurkat tox 60K,-4.5,-1.8,·,-1.6,-10.3,-0.6,-7.5
D1 allo mod,·,1.43,·,-4.47*,-0.399,0.126,-0.209
TNAP act DEA,0.9,0.9,0.9,0.9,0.9,0.9,0.9
NADH coupling,0.0%,3.0%[fluoresces],5.0%,2.0%,6.0%,4.0%,5.0%
SF1 activator,17.1,-15.0,10.4,-17.9,-16.4,6.8,-11.9
M1 antagonist,0.278,·,0.333,0.4,1.13,-0.633,-17*

Assay outcomes as filed in PubChem.
